EPAC1 antagonist: qHTS for Antagonist of cAMP-regulated guanine nucleotide exchange factor 3 (EPAC1): primary screen. Potency, µM (series often up to 115 µM), without a hit: at the highest dose activity change, negative = inhibition, actives largely listed as inhibitors. hit rate 0.14% among 360,000. EPAC1 GEF assay, Rap1b-BODIPY-GDP exchange fluorescence. AID 720709, 2013;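 note: potency is the fitted concentration of half-maximal effect; plate controls were vehicle for no effect and positive control for full effect; nearly all actives have a fitted effect of over 50% in size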
EPAC1 ag: qHTS for Agonist of cAMP-regulated guanine nucleotide exchange factor 3 (EPAC1): primary screen | EPAC1 agonist qHTS, biochemical assay; response scale: 100% = response to 6.5 mM cAMP | Potency, µM (titrated, usually from 154 µM), inactives show top-dose activation, hits mostly activators | hit rate 0.073% among 360,000 | AID 720707, 2013; note: potency is the fitted concentration of half-maximal effect; nearly all actives have a fitted effect of over 60% in size
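EPAC1 100 nM, Rap1B–BODIPY-GDP 250 nM, unlabeled GDP 50 uM; compound titration; 5 min RT; kinetic read ex480/em540 at 5-min intervals ×30 min; data normalized to 6.5 mM cAMP agonist control.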
GLP1R cytotox: qHTS of GLP-1 Receptor Inverse Agonists: Cytotox Screen | HEK293 cAMP-luciferase reporter cells, luminescence, 24 h | Potency, µM (series often up to 38.3 µM), for inactives: at the top dose activity change, negative = inhibition, hits mostly inhibitors | hit rate 0.13% among 410,000 | AID 624418, 2012;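 note: loss of luciferase light is scored as toxicity; potency is the fitted concentration of half-maximal effect; % is set by controls: 0 for no effect and ±100 for the full control effect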
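Seeding density was 200 cells/uL; after overnight-length (12 h) culture, 23 nL compounds went on for 24 h at 37 °C. Readout used a luciferase detection reagent, luminescence taken after 12 min at room temperature.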
IL2 activator: qHTS of IL-2 Activators; hit rate 0.065% among 360,000; IL-2 activation reporter assay, cell-based qHTS; stimulated with anti-CD3/CD4/CD28 beads; in transgenic mouse T cells; activation, % (series mostly up to about 46 µM); AID 652025, 2013; in the data active = activation above about 50%; inconclusive = mostly about 30% to 49%; note: 0% is about no effect
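Readout is EGFP and DsRed signal by fluorescent plate cytometry after 18 h at 37 degrees C. Transgenic mouse T cells (750/well) received compound for 60 min before bead stimulation (anti-CD3, anti-CD4, anti-CD28); memory T cells served as non-tolerant control.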
PTHR1 agonist: qHTS for PTHR1 Agonists: Primary Screen; Parathyroid hormone/parathyroid hormone-related peptide receptor (Homo sapiens), Q03431; HEK293 GP2 PTHR1 cells, GloSensor cAMP luminescence, 1 h; Potency, µM (highest dose often 115 µM), without a hit: top-dose activation, hits mostly activators; hit rate 0.075% among 410,000; note: potency is the fitted concentration of half-maximal effect; nearly all actives have a fitted effect of over 55% in size; some results filed as inactive show a strong effect at the top dose; inactives centre near -15; many of its hits are not listed in these tables
Target sequence (Q03431 whole entry, looked up): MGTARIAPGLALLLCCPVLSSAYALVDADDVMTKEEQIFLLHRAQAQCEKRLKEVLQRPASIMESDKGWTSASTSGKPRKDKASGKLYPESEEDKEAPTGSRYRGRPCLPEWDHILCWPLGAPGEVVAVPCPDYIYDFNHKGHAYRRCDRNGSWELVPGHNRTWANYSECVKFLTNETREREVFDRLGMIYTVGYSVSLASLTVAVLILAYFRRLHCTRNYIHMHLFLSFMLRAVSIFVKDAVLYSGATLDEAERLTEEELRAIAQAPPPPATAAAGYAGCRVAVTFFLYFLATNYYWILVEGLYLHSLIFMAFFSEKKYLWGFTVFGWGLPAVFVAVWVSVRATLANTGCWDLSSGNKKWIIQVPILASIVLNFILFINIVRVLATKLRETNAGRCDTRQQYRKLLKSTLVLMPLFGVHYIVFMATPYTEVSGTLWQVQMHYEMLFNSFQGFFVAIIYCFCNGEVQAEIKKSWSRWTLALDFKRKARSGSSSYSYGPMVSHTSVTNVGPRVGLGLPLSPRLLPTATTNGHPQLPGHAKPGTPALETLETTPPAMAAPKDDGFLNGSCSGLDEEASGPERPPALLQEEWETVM
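HEK-293-derived GP2 cells expressing PTHR1 and a GloSensor cAMP reporter, 3,000/well, plated overnight, given luciferin plus IBMX (each 0.5 mM as added) for 1 h at 37 °C, then compound for 1 h at 37 °C. Luminescence was read after 15 min at room temperature.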
PLK1 PBD inh: qHTS for Inhibitors of PLK1-PDB (polo-like kinase 1 - polo-box domain): Primary Screen | Serine/threonine-protein kinase PLK1 (Homo sapiens), P53350 | Plk1 PBD binding of FITC phosphopeptide, fluorescence polarization | Potency, µM, for the others: max response, negative = inhibition, usual class: inhibitors | hit rate 2.8% among 360,000; note: potency is the fitted concentration of half-maximal effect; series mostly up to about 57 µM; % is set by controls: 0 for no effect and ±100 for the full control effect; nearly all actives have a fitted effect of over 65% in size
GLP-1R agonist: qHTS of GLP-1 Receptor Agonists; AID 624172, 2012; Potency, µM (series often up to 45.6 µM), inactives show top-dose activation, most hits filed as activators; HEK293 GLP-1R CRE-luciferase, luminescence, 4-6 h; cells express a hypersensitive GLP-1R form; hit rate 0.007% among 380,000; note: potency is the fitted concentration of half-maximal effect; % of control where 0% means no effect
Target sequence (P43220 whole entry, looked up): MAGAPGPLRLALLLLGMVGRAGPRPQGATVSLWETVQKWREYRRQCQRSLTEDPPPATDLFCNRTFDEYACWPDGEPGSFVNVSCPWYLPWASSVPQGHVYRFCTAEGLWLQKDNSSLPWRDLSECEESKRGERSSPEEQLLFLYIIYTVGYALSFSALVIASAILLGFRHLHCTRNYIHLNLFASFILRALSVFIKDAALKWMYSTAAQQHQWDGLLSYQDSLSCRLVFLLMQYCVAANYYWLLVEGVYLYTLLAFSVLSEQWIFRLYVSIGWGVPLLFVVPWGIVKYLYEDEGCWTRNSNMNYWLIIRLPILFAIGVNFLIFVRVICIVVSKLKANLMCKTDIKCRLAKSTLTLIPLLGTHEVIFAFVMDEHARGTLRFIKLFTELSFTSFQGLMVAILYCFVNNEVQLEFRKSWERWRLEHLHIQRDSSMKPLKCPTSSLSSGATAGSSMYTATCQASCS
GLP1R inv ag: qHTS of GLP-1 Receptor Inverse Agonists (Inhibition Mode); Potency, µM (series often up to 38.3 µM), inactives show at the highest dose activity change, negative = inhibition, usual class: inhibitors; Glucagon-like peptide 1 receptor (Homo sapiens), P43220; HEK293 GLP-1R CRE-luciferase, luminescence, 24 h; GLP-1R form is constitutively active; AID 624417, 2012; hit rate 1.6% among 410,000; note: potency is the fitted concentration of half-maximal effect; % is set by controls: 0 for no effect and ±100 for the full control effect; nearly all actives have a fitted effect of over 55% in size
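Inverse agonists were sought by their lowering of basal cAMP reporter luciferase output in HEK293 cells stably carrying constitutively active human GLP-1R, after 24 h compound treatment.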
PI5P4K alpha inh: qHTS for Inhibitors of phosphatidylinositol 5-phosphate 4-kinase (PI5P4K); Phosphatidylinositol 5-phosphate 4-kinase type-2 alpha (Homo sapiens), P48426; PI5P4Kalpha enzyme, ADP-Glo luminescence, 60 min; stronger effect = lower value; max response, %; hit rate 1.2% among 330,000; active = max response of -50% or lower; inconclusive = between -30% and -50%; inactive = -30% or higher; note: value at the top dose of about 77 µM; % is set by controls: 0 for no effect and ±100 for the full control effect
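Human PI5P4Kalpha with substrate in 0.038 M HEPES pH 7.4, 0.28 mM EGTA, 0.1% CHAPS, 5% DMSO; reaction started with 5 microM ATP (final), 60 min at room temperature. ADP formed read by ADP-Glo luminescence.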
An asterisk follows results filed as active; i = inactive; ? = inconclusive; . = not tested or not shown; [ ] = another dose, or the depositor's remark. Unless noted, calls come from the whole dose curve; as a rule, active = well fitted curve in the direction sought with a large enough effect; inconclusive = small, poorly fitted or top-dose-only effect, or another doubt; inactive = no such curve, though single readings can be large; an effect the other way counts as inactive or inconclusive. The list is partial. The share of hits here may be higher or lower than overall.

SMILES | EPAC1 antagonist | EPAC1 ag | GLP1R cytotox | IL2 activator | PTHR1 agonist | PLK1 PBD inh | GLP-1R agonist | GLP1R inv ag | PI5P4K alpha inh
COc1ccc(-c2cc(-c3ccccc3)nc(NN)n2)cc1OC | -10% | 9% | -15% | -2.2 | i | -12% | 6% | -7% | -5
COc1cc2ccc(NC(C)=O)cc2cc1OC | -4% | -2% | 5% | 3.7 | -60%[inhibitor] | -10% | 0% | 80%[activator] | -1
O=C(O)c1ccc(-c2nc(-c3ccccc3)c(-c3ccccc3)[nH]2)cc1 | 1% | -4% | 9% | -3.5 | -14% | ? | 5% | 14% | -6
C=C(C)CNC(=S)N=Nc1c(O)[nH]c2ccc([N+](=O)[O-])cc12 | -5% | 2% | 4.5µM* | 0.7 | -6% | -5% | 10% | -73% | -28
Cc1cc(C(=O)CSc2nnc(NCc3ccccc3)s2)c(C)n1C | -19% | -6% | ? | 1.7 | -18%[57.5 µM] | -5% | 0% | ? | -21
COC(=O)CSc1nc2ccc(C)cc2[nH]1 | 2% | 13% | -3% | 1.1 | i | 2% | 2% | 12% | 1
CN(C(=O)c1ccc2c(=O)n3c(nc2c1)CCCCC3)c1ccccc1Cl | -8% | -2% | -5% | -0.6 | -14% | 1% | 11% | -17% | -1
CC1=C(C(=O)N2CCOCC2)CC(CC(=O)NCC2CCCCC2)C(=O)N1Cc1ccc(C(C)(C)C)cc1 (stereo not given) | -13% | -12% | -17% | -0.3 | -21% | -10% | -5% | ? | 9
COc1ccc(F)cc1-c1cc(NC=O)c2ncc(-c3cc(OC)c(OC)c(OC)c3)n2c1 | -16% | -1% | -19% | -0.6 | -30% | -4% | ? | ? | -14
CN(C)c1ccc(Cc2cc3c(O)ccc(O)c3cc(Cc3ccc(N(C)C)cc3)c2=O)cc1 | 50µM* | 9% | ? | -0.6 | -23% | 0.95µM* | -3% | ? | -84*
COc1cc(NC(=O)CSc2nccc(C)n2)c(C(=O)O)cc1OC | 0% | 1% | -15% | -0.2 | i | 0% | -11% | 8% | -5
N/C(=N\OC(=O)c1cccc(Cn2cc(C(F)(F)F)ccc2=O)c1)c1ccc(Cl)cc1 | 4% | 3% | ? | -4.7 | -22% | -1% | 13% | ? | 1
NC(=S)C(c1ccccc1)c1ncc(C(F)(F)F)cc1Cl (stereo not given) | -25% | -8% | ? | -1.0 | 22% | -10% | 0% | ? | 5
CCn1cc(C(=O)NCCCOC)c(=O)c2cc(S(=O)(=O)N3CCC(C)CC3)ccc21 | -7% | 1% | -1% | 0.0 | i | -20% | 3% | 6% | 5
COCCn1cc(C(=S)N2CCOCC2)c2ccccc21 | 6% | -3% | 7% | -1.9 | i | -26% | 1% | 0% | 0
CCCN1CCC(NC(=O)CCc2nnc(-c3ccccc3)o2)CC1 | -5% | 8% | -15% | 0.1 | i | -2% | 3% | -12% | 2
CCCC(=O)Nc1cc(Cl)ccc1C | -24% | 7% | 11% | 1.5 | i | 1% | -5% | -6% | 4
COc1ccccc1NC(=O)CSc1nnnn1-c1ccc(C(=O)O)cc1 | 17% | -2% | -7% | 0.9 | -22% | -13% | -4% | 4% | 1
CCn1c(=O)c2sccc2n(CC(=O)NCCC2=CCCCC2)c1=O | 4% | 7% | 5% | 1.8 | i | -5% | 5% | 5% | 3
O=C(c1ccc2c(c1)OCO2)N1CCC2(CC1)Oc1ccc(F)cc1C(=O)C21CC(c2cccnc2)=NO1 (stereo not given) | -19% | -2% | 4% | -0.7 | i | -2% | 0% | 4% | 2
OCCNCC(O)Cn1ccc2ccccc21 (stereo not given) | 11% | -3% | -8% | -3.0 | i | 2% | 7% | 7% | 10
COc1ccc(C(=O)/C=C/c2ccc(OC(=O)c3cc(OC)c(OC)c(OC)c3)cc2)cc1 | -6% | 2% | 35% | -2.0 | -30% | -2% | 2% | 50%[activator] | 8
Cc1cccc(OCC(O)Cn2c(NCc3cccnc3)nc3c2c(=O)[nH]c(=O)n3C)c1 (stereo not given) | 6% | 3% | -7% | 0.3 | i | -4% | 1% | 0% | 0
Cc1cc(/C=N/NC(N)=S)c(C)n1-c1ccc(Br)cc1 | 24% | 4% | ? | -0.4 | i | -6% | -1% | ? | -17

7 entries from above, ordered by the number in EPAC1 antagonist, high to low.
Molecule,EPAC1 antagonist
Cc1cc(/C=N/NC(N)=S)c(C)n1-c1ccc(Br)cc1,24%
COc1ccccc1NC(=O)CSc1nnnn1-c1ccc(C(=O)O)cc1,17%
OCCNCC(O)Cn1ccc2ccccc21 (stereo not given),11%
COCCn1cc(C(=S)N2CCOCC2)c2ccccc21,6%
CCn1c(=O)c2sccc2n(CC(=O)NCCC2=CCCCC2)c1=O,4%
CCn1cc(C(=O)NCCCOC)c(=O)c2cc(S(=O)(=O)N3CCC(C)CC3)ccc21,-7%
O=C(c1ccc2c(c1)OCO2)N1CCC2(CC1)Oc1ccc(F)cc1C(=O)C21CC(c2cccnc2)=NO1 (stereo not given),-19%

Single records, as listed above.
O=C(c1ccc2c(c1)OCO2)N1CCC2(CC1)Oc1ccc(F)cc1C(=O)C21CC(c2cccnc2)=NO1 (stereo not given) in the list: EPAC1 antagonist: -19%; EPAC1 ag: -2%; GLP1R cytotox: 4%; IL2 activator: -0.7; PTHR1 agonist: i; PLK1 PBD inh: -2%; GLP-1R agonist: 0%; GLP1R inv ag: 4%; PI5P4K alpha inh: 2
CCCN1CCC(NC(=O)CCc2nnc(-c3ccccc3)o2)CC1 in the list: EPAC1 antagonist: -5%; EPAC1 ag: 8%; GLP1R cytotox: -15%; IL2 activator: 0.1; PTHR1 agonist: i; PLK1 PBD inh: -2%; GLP-1R agonist: 3%; GLP1R inv ag: -12%; PI5P4K alpha inh: 2

(listing goes on)
SMILES | EPAC1 antagonist | EPAC1 ag | GLP1R cytotox | IL2 activator | PTHR1 agonist | PLK1 PBD inh | GLP-1R agonist | GLP1R inv ag | PI5P4K alpha inh
COc1ccc(C2CCc3cc4c(cc3C2=NO)OCO4)cc1OC (stereo not given) | 5% | 7% | 2% | -1.6 | -1% | -2% | 25% | ? | -1
CCCC/C=C/C(NC(=O)c1ccc(-c2ccccc2)cc1)c1ccccc1 (stereo not given) | -5% | -21% | -8% | -0.4 | -16% | 3% | 11% | 10% | -2
Cc1ccc(S(=O)(=O)NNC(=O)c2ccncc2)cc1[N+](=O)[O-] | 0% | 5% | 12% | -2.2 | -1% | -14% | -4% | 7% | -21
O=C(CN1CCN(c2ccc(F)cc2)CC1)Nc1cccnc1Cl | -12% | -2% | -3% | -3.7 | -15% | -10% | 6% | 7% | -8
CCOC(=O)c1cn(Cc2cccc(Cl)c2)nn1 | -8% | -1% | 8% | -1.3 | -6% | 0% | -4% | -5% | 2
CCOc1ccccc1Nc1nc(N)nc(CN2CCCCC2C)n1 (stereo not given) | 2% | 6% | ? | -3.1 | i | -5% | -1% | -8% | 0
Cc1cccc(-c2nnc(SCC(=O)NC3CCCC3)o2)c1 | 14% | -3% | -9% | -0.7 | i | 0% | 4% | -5% | 12
CCN1CCN(c2nc(-c3cccnc3)nc3ccccc23)CC1 | -7% | 11% | 1% | -1.5 | i | -8% | 4% | 37%[activator] | .
COc1ccc(NS(=O)(=O)c2ccc(NC(=O)c3ccccc3Br)cc2)nn1 | -8% | -2% | -11% | -0.2 | -18% | -4% | 6% | -25% | -3
CCOC(=O)N1CCN(S(=O)(=O)c2ccc(C(=O)Nc3ccc(F)cc3F)cc2)CC1 | 7% | -13% | ? | -2.5 | i | -7% | 1% | 0% | .
COc1ccc(CSc2nnc(-c3ccncc3)n2N)cc1 | -6% | -11% | 190%[activator] | -0.5 | ? | -3% | 3% | 7% | 5
CC(=O)c1c(N2CCN(Cc3ccccc3)CC2)[nH]c(-c2ccccc2)nc1=S | 10% | 3% | -1% | -0.4 | i | 1% | 16% | -6% | -1
CCCCOc1ccc(NC(=O)CCSc2nccn2C)cc1 | 0% | 3% | 14% | -0.2 | i | -1% | -4% | ? | 0
CCC(c1nnc(SCC(=O)Nc2ccc(C(N)=O)cc2)n1Cc1ccccc1)N(C)C (stereo not given) | -3% | -1% | -5% | -3.4 | i | -4% | -4% | 7% | 1
O=C(Nc1ccc(Cl)cc1)Nc1ccc(N2CCC(C(F)(F)F)CC2)nc1 | -4% | -5% | 1% | 6.2 | i | 2% | 5% | -27% | -3
O=C(OCCN1CCCC1=O)c1cc(F)c(F)c(F)c1F | 13% | -2% | 6% | -2.8 | i | -3% | -1% | 3% | -4
CCS(=O)(=O)N1CCC(C(=O)Nc2cc(C)ccc2O)CC1 | 9% | 3% | 3% | 1.6 | -26% | 0% | -1% | 66%[activator] | -14
Cc1oncc1C(=O)NC(C)C | -10% | 8% | -15% | 1.7 | i | -12% | -8% | 4% | 1
CC(Sc1nnc(-c2ccco2)n1N)C(=O)NCC1CCCO1 (stereo not given) | -2% | -3% | -3% | -0.1 | -22% | 0% | 1% | 11% | 0
O=C(NCCS(=O)(=O)N1CCN(c2cccc(Cl)c2)CC1)C1CCCC1 | 6% | 4% | 12% | -3.3 | -29% | -4% | -13% | -10% | 0
Fc1ccc(CN2CCN(c3ncnc4scc(-c5ccc(F)cc5)c34)CC2)cc1 | -11% | -12% | -7% | -2.7 | -35%[inhibitor] | -4% | 6% | ? | 3

High-throughput results: PubChem BioAssay, National Center for Advancing Translational Sciences (NCATS)
